# VIM-2 inh: VIM-2 metallo-beta-lactamase inhibitors, primary screen, biochemical, epi-absorbance readout, Pseudomonas aeruginosa enzyme; purified VIM-2, nitrocefin hydrolysis, epi-absorbance fluorescence; actives 0.89% (n = 290,000); inhibition, % at 5.6 µM;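 active = inhibition above the mean of all tested compounds plus 3 SD, cutoff set per screening run, cut at about 7.5% in these data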;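 also: red hydrolysis product quenches plate fluorescence so inhibitors raise well fluorescence; 0% = enzyme with DMSO and 100% = DMSO without enzyme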
# PHOSPHO1 inh: PubChem AID 1565. inhibition, % at 13.3 µM. recombinant PHOSPHO1, absorbance phosphatase assay. Phosphoethanolamine/phosphocholine phosphatase (Homo sapiens), Q8TCT1. actives 1.1% (n = 290,000); in the data active = inhibition above about 60%
# Target sequence (Q8TCT1 whole entry, looked up): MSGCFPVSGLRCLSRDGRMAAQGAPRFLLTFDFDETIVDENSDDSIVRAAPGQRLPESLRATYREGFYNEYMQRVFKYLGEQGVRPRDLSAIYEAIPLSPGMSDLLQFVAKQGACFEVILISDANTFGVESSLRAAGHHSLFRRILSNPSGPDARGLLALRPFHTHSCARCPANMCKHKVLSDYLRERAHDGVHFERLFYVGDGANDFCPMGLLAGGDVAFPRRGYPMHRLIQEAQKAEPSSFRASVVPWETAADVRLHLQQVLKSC
# p-CIP stab down: p/CIP-EGFP fusion destabilizers, primary screen, fluorescence, F442A cells; Q05BA5; 16 h; decrease of EGFP signal, % at 10 µM; actives 0.01% (n = 290,000); AID 1984, 2009;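 active = EGFP signal decrease of at least 30% at 10 µM or well 3 SD below plate mean, unless failing retest; inactive = the rest, including hits failing retest or dose response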; also: some compounds called inactive have numbers as strong as hits; many of its hits are not listed in these tables
# FID counter: compounds displacing fluorescent DNA intercalator, primary screen, artefact control for HCV NS3 helicase inhibitor project, biochemical, FID fluorescence; DNA fluorescent intercalator displacement; inhibition, % at 7.9 µM; actives 0.17% (n = 290,000); in the data active = inhibition above about 37%;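 also: 0% = vehicle and 100% = reference compound; higher means more ethidium bromide displaced from hairpin DNA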
# IDE cell activ: human IDE activators in live cells, primary screen, fluorescence polarization, HEK cells, FAbeta-B substrate. Insulin-degrading enzyme (Homo sapiens), P14735. FAbeta-B cleavage; 0% vehicle, 100% cell-free pure enzyme wells. activation, % at 5.96 µM. actives 0.073% (n = 340,000). AID 493087, 2011;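 active = activation above the mean of all tested compounds plus 3 SD, set per screening campaign, cut at about 17% in these data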
# HCV NS3 hel inh: inhibitors of HCV NS3 helicase, primary screen, biochemical, Cy5 molecular beacon fluorescence; NS3 helicase DNA unwinding; inhibition, % at 10.9 µM; actives 0.56% (n = 290,000); AID 1800, 2009;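 active = inhibition above the mean of all tested compounds plus 3 SD, set per campaign, cut at about 35% in these data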;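 also: 0% = DMSO wells and 100% = thioflavine S control wells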
#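 Assay system – hepatitis C virus NS3 helicase domain fragment enzyme · Buffer or medium – MOPS pH 6.5, MgCl2, DTT, Tween20, BSA · Reagent – Cy5/quencher beacon DNA duplex and ATP to start · Compound – single 10.9 µM dose · Timing – 1 h at 25 °C · Technique – Cy5 beacon fluorescence read at start and 1 h · Measure – % inhibition of unwinding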
# SUMO HTRF inh: inhibitors of in vitro SUMOylation cascade, primary screen, biochemical, HTRF, uHTS | SUMO-conjugating enzyme UBC9 (Homo sapiens), P63279 | actives 0.36% (n = 290,000) | inhibition, % at 35 µM | HTRF SUMOylation assay, SAE1/SAE2 + UBC9; in the data active = inhibition above about 50%, passing the limit was not always enough; also: strong numbers were not always called active
# Target sequence (P63279 whole entry, looked up): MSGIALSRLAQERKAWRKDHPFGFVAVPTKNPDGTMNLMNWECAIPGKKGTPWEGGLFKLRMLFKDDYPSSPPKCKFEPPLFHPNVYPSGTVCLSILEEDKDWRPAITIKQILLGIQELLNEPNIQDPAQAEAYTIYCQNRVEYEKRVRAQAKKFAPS
# MEKK3 PB1 HTS: modulators of MEKK3-MEK5 PB1 binding, primary screen, biochemical, wildtype MEKK3, multiplex bead flow cytometry, Alexa488-MEK5; Mitogen-activated protein kinase kinase kinase 3 (Homo sapiens), Q99759; binding response (% of control), % at 10 µM; bead-based flow cytometry, Alexa488-MEK5 binding to MEKK3; actives lie on both sides; 0 = blocked by unlabeled MEK5, 100 = vehicle; actives 1.4% (n = 290,000);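 active = binding response more than 3 SD above or below the average of its plate-row segment, actives on both sides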;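 also: Alexa488 bead fluorescence after subtracting the streptavidin-only scavenger bead signal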
# Target sequence (Q99759 whole entry, looked up): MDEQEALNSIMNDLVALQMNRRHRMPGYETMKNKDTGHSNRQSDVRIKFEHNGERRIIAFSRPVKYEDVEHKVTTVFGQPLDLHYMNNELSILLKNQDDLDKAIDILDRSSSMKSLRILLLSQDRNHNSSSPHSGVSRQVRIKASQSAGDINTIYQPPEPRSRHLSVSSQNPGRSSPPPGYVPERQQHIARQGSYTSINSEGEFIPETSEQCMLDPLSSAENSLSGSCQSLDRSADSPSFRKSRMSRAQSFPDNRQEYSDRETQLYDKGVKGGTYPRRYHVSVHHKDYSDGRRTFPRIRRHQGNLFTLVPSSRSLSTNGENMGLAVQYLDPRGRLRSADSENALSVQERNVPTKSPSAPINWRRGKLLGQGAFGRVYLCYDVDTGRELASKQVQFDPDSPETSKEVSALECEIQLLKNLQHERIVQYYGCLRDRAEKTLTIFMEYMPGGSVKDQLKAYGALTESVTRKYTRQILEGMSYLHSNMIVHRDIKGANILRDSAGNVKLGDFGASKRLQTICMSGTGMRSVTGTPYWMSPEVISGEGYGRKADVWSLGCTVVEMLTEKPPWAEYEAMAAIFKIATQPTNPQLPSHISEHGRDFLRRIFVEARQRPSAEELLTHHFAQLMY
# IMP-1 inh: IMP-1 metallo-beta-lactamase inhibitors, primary screen, biochemical, epi-absorbance readout, Pseudomonas aeruginosa enzyme; inhibition, % at 5.6 µM; AID 1556, 2009; purified IMP-1, nitrocefin hydrolysis, epi-absorbance fluorescence; metallo-beta-lactamase IMP-1 (Pseudomonas aeruginosa); actives 0.45% (n = 290,000);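 active = inhibition above the mean plus 3 SD of all compounds in the same screening run, cut at about 4.5% in these data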;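 also: 0% = IMP-1 with DMSO and 100% = DMSO wells lacking enzyme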
#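 Assay system: purified IMP-1; Quantity: IMP-1 0.2 nM before substrate addition; Medium: HEPES buffer pH 7.1 with ZnSO4 and Brij 35; Incubation: 15 min enzyme–compound preincubation, then 25 min nitrocefin reaction, 25 °C; Signal: fluorescence quenching readout, ex 480/em 530 nm; Controls: DMSO with and without IMP-1; Repeats: singlicate testing.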
# * hit, by the source's call; x = no result given.
SMILES,VIM-2 inh,PHOSPHO1 inh,p-CIP stab down,FID counter,IDE cell activ,HCV NS3 hel inh,SUMO HTRF inh,MEKK3 PB1 HTS,IMP-1 inh
Clc1ccc(-c2cc3ccccc3nc2N2CCOCC2)cc1,-2.9,32,8,-12,x,-3,-2,88,-3.3
O=S(=O)(NCC(c1cccnc1)N1CCN(Cc2ccccc2)CC1)c1ccc(F)cc1 (configuration not stated),0.1,42,-10,2,4,-12,14,100,-1.0
CC(C)CCN1CCN(Cc2ccc(C(F)(F)F)cc2)CC1CCO (configuration not stated),-2.2,27,-8,24,-7,-5,9,95,3.6
S=c1[nH]c(-c2ccccc2)cs1,-6.6,48,-4,-6,-23,15,6,104,-5.5
O=[N+]([O-])c1cc(C(F)(F)F)ccc1N1CCCNCC1,-1.4,35,11,4,4,2,2,104,-0.7
CCN1CCN(c2c(Cl)cccc2NC(=O)c2ccc3nsnc3c2)CC1,-1.6,42,5,3,6,0,7,106,-1.6
CN1CCC(=NNC(=O)CN(c2cccc([N+](=O)[O-])c2)S(=O)(=O)c2ccccc2)CC1,-1.3,6,-2,-7,1,7,-4,102,-1.9
Cc1cc(OC(=O)c2cc(Cl)ccc2Cl)c([N+](=O)[O-])c(=O)[nH]1,-1.2,25,-6,5,7,-12,11,101,-1.4
N/C(=N\c1nc2c(c(=O)[nH]1)CCCC2)Nc1ccc(Oc2ccccc2)cc1,-2.6,-1,-4,-3,2,6,5,96,-0.9
COc1cc(/C=C(\C#N)C(=O)Nc2cccc3ncccc23)ccc1O,1.0,44,2,-2,x,9,15,100,0.3
CN(CC(=O)Nc1ccc(Cl)c(C(F)(F)F)c1)C(=O)c1cccnc1Sc1ccccc1,-2.4,29,-5,-18,6,-10,-14,100,-2.9
CCOc1ccc(-n2c(SC(C)C)nc3c(c2=O)SCC3)cc1,0.3,9,6,-7,3,6,-8,108,-2.9
Cc1ccccc1C(=O)Nc1cccc(-c2ccc3nncn3n2)c1,1.4,46,1,-15,-2,-5,-5,101,-2.1
CC(C)Cn1c(C(C)C)nc([N+](=O)[O-])c1Sc1ccc(Cl)cn1,-4.7,26,-8,-10,-1,0,-5,103,-7.9
CCn1c(=O)n(CC)c2cc(S(=O)(=O)Nc3ccccc3C)c(C)cc21,-1.0,16,-6,-24,1,-4,27,101,-3.3
Cc1cccc(NC(=O)/C(C#N)=C\c2cn(CC(=O)O)c3ccccc23)c1,-0.3,12,-13,-33,5,13,-13,100,1.7
COc1ccccc1Oc1ccc2c(c1)C(=O)N(c1ccc(Br)c3cccnc13)C2=O,-0.7,10,-5,-1,1,6,0,94,4.9*
O=C(CSc1nc(Nc2ccccc2)nc(N2CCOCC2)n1)Nc1ccc2c(c1)OCCO2,0.1,-7,-16,-5,1,5,-7,99,-2.9
CN(C)S(=O)(=O)c1ccc(C(=O)OCC(=O)Nc2ccccc2OC(F)F)cc1,-2.1,23,-3,-11,-2,-2,19,98,2.4
Cc1cnc(NC(=O)c2nn(C)cc2[N+](=O)[O-])s1,-1.7,29,-12,4,5,11,10,103,-2.5
O=C(CSc1ccc(-c2nc3ccccc3[nH]2)cn1)N1CCN(C(=O)c2ccco2)CC1,-2.0,21,-13,-27,-11,-4,43,97,-2.2
CN(C)c1ccc(CNC(=O)c2ccc(CNc3c(N4CCCCC4)c(=O)c3=O)cc2)cc1,-2.3,9,4,-9,5,0,-5,117,-5.0
COc1ccc(C(=O)Oc2c(CN3CCOCC3)cc(Cl)c3cccnc23)cc1OC,-6.3,x,x,-3,x,-5,x,105,-2.3
Nc1c(C(=O)N2CCCC2)sc2nc(-c3ccccc3)ccc12,-0.3,10,-25,-19,1,-4,28,102,-2.4
C[C@@H](C[C@@H](O)[C@H](O)C(C)(C)O)[C@@H]1CC[C@]2(C)C3=CC[C@H]4C(C)(C)C(=O)CC[C@]4(C)[C@H]3CC[C@@]12C,-1.2,1,-8,-26,-2,0,-5,95,-1.2

# One compound at a time (already shown). Screens in order: VIM-2 inh, PHOSPHO1 inh, p-CIP stab down, FID counter, IDE cell activ, HCV NS3 hel inh, SUMO HTRF inh, MEKK3 PB1 HTS, IMP-1 inh
# Shown for `Clc1ccc(-c2cc3ccccc3nc2N2CCOCC2)cc1` : -2.9, 32, 8, -12, x, -3, -2, 88, -3.3
# Shown for `COc1ccc(C(=O)Oc2c(CN3CCOCC3)cc(Cl)c3cccnc23)cc1OC` : -6.3, x, x, -3, x, -5, x, 105, -2.3
# Shown for `CC(C)CCN1CCN(Cc2ccc(C(F)(F)F)cc2)CC1CCO` (configuration not stated) : -2.2, 27, -8, 24, -7, -5, 9, 95, 3.6
# Shown for `CN(C)S(=O)(=O)c1ccc(C(=O)OCC(=O)Nc2ccccc2OC(F)F)cc1` : -2.1, 23, -3, -11, -2, -2, 19, 98, 2.4

# Additional structures follow.
SMILES,VIM-2 inh,PHOSPHO1 inh,p-CIP stab down,FID counter,IDE cell activ,HCV NS3 hel inh,SUMO HTRF inh,MEKK3 PB1 HTS,IMP-1 inh
COc1cc(C(C)=O)ccc1Oc1ncnc2c1cnn2-c1ccccc1,-2.4,-12,4,2,5,-6,-10,102,-1.5
CCC(C)Nc1nc(SC(C(C)=O)C(C)=O)nc(N(C)C)n1 (configuration not stated),-2.8,25,4,-11,2,-2,-5,100,-0.7
CCOC(=O)C1=C(C)NC(=O)NC1c1ccc2c(c1)OCCO2 (configuration not stated),-3.5,-5,4,-4,-2,-5,-10,100,-1.1
O=C(O)c1ccc(CN2C(=O)CSC2=S)cc1,0.4,71*,-24,-7,-8,23,1,124*,1.8
Cc1ccc(N2C(=O)C3NN=C(C(=O)OCc4ccccc4)C3C2=O)c(C)c1 (configuration not stated),-3.7,0,-1,-10,-1,1,-5,101,-1.9
COC(=O)C1(C)NC(c2ccc(O)cc2)C2C(=O)N(c3ccc(C)cc3)C(=O)C21 (configuration not stated),-2.3,35,3,-5,1,-5,-8,102,-2.7
Cn1cc(S(=O)(=O)CC(=O)Nc2ccc3c(c2)OCCO3)c2ccccc21,-1.7,-3,-12,-6,3,-1,-20,107,-3.0
COC(=O)c1ccc(O)c(Sc2cc(C(=O)OC)ccc2O)c1,-2.4,17,-14,-13,-2,14,20,x,-4.4
COC(=O)c1c(-c2ccccc2)csc1NC(=O)c1ccco1,-2.7,8,-6,-10,9,14,6,100,-2.2
c1coc(CNc2ncnc3c2oc2ccccc23)c1,-0.8,9,-7,-10,-4,1,3,100,-4.4
Cc1cc(-c2csc(NCc3ccccc3)n2)c(C)n1C,-0.8,-47,5,-9,12,11,27,84,-1.1
CN(CCNC(=O)C1(O)c2ccccc2NC(=O)N1c1ccccc1)Cc1ccccc1 (configuration not stated),-0.2,-13,6,0,4,8,15,102,-2.1
Cc1cc(C(=O)NNC(=S)NC(C)c2ccccc2)cs1 (configuration not stated),-4.3,23,-9,-2,0,-2,26,103,-0.6
CC(C)Cc1ccc(CN2CCCC(NC(=O)CCCN3CCCC3=O)C2)cc1 (configuration not stated),0.0,24,5,16,5,-11,-9,100,2.4
C/C(=N\NC(=O)c1nnn(-c2nonc2N)c1CSc1ccc(C)cc1)c1ccco1,-4.1,7,3,-17,2,3,-2,102,-4.5
Cc1ccc(C(=O)C2CCN(S(=O)(=O)c3ccc(C(=O)O)cc3)CC2)cc1,-1.9,36,-9,-27,0,3,16,102,-1.4
CN(C)S(=O)(=O)c1cccc(NC(=O)CCNC(=O)c2ccccc2Cl)c1,-2.7,2,-14,1,3,4,5,98,-2.5
O=c1[nH]c(C2CCN(S(=O)(=O)c3ccc(S(=O)(=O)NC4CC4)cc3)CC2)nc2c1nnn2Cc1ccccc1,-0.8,31,-21,-47,1,-23,-5,105,-1.0
COc1ccc(C2(c3ccc(OC)cc3)NC(=O)N(CC(=O)Nc3ccc(OC)c(OC)c3)C2=O)cc1,-2.5,39,2,-37,3,-34,-10,98,-2.2
Cc1cc(C)cc(C(=O)N2CC(C)OC(C)C2)c1 (configuration not stated),-0.4,-7,-2,-4,0,7,6,105,2.5
O=S(=O)(NCc1ccc2c(c1)OCO2)c1ccccc1F,0.0,34,1,-3,5,18,5,99,0.7
O=C(CSc1nnc(CNC(=O)c2ccccc2)o1)NCc1ccccc1,-1.4,11,-3,-4,-2,4,8,96,-3.4
CCOC(=O)c1ccc(NC(=O)CC2C(=O)OCCN2CC)cc1 (configuration not stated),-2.5,28,-12,-11,-4,15,2,100,-3.4
CC(=O)Nc1ccc(S(=O)(=O)NCC2CCC(C(=O)NCCCOC(C)C)CC2)cc1 (configuration not stated),-1.3,37,-3,-28,x,-3,12,104,-1.3
O=[N+]([O-])c1ccc2nc(-c3cccnc3)[nH]c2c1,1.3,35,-5,1,4,-4,20,106,-0.3
# Additional compounds follow.
SMILES,VIM-2 inh,PHOSPHO1 inh,p-CIP stab down,FID counter,IDE cell activ,HCV NS3 hel inh,SUMO HTRF inh,MEKK3 PB1 HTS,IMP-1 inh
COC(=O)c1cc(Cl)c(NC(=O)/C=C/c2ccc(Cl)cc2Cl)cc1OC,-1.7,-14,-12,1,5,-3,14,100,-2.7
Cc1onc(-c2ccccc2)c1CNC(=O)Nc1cccc(Cl)c1,1.0,39,-17,-7,-1,-10,7,104,-1.4
COCCn1c(SCC(=O)Nc2ccc(C)cc2)nc2c(oc3ccccc32)c1=O,-4.1,2,-2,-1,-1,-12,14,113,-3.3
Cc1cc2c(cc1S(=O)(=O)C(C)CC(=O)NCc1ccco1)OCC(=O)N2 (configuration not stated),0.5,21,1,-9,9,2,3,101,-0.7
CCOc1ccc(Nc2nc3c(C)cccc3cc2C#N)cc1,-4.1,3,-12,-7,1,0,3,109,-2.5
CCOC(=O)c1nnn(-c2nn3nnnc3c3ccccc23)c1C,-0.4,7,3,3,5,1,18,98,-3.5
CC(=O)c1ccc2c3c(cccc13)CC2,-0.6,-4,-6,-3,-3,0,5,110,-0.7
Cc1ccnc(N2CCC(C(=O)NNC(=O)COc3cccc4ccccc34)CC2)n1,-2.2,-12,-10,-7,2,-3,-2,116,-0.9
O=C(CC1C(=O)NCCN1Cc1ccc(-c2ccccc2)cc1)NCCc1ccccn1 (configuration not stated),-1.8,40,3,-27,-1,-7,7,103,-0.2
CCCn1c(SCc2ccon2)nc2ccccc2c1=O,-1.6,9,-23,-10,-1,1,4,105,-0.8
COC(=O)CCN(C(=O)c1ccc(N2CCCC2)c([N+](=O)[O-])c1)c1ccccn1,-3.1,58,-9,-24,0,6,1,106,-2.9
NS(=O)(=O)c1ccc(CCNC(=O)Cc2cccs2)cc1,-4.0,19,-6,-9,-5,23,-7,100,-2.4
O=C(Cc1ccccc1)Nc1nonc1NC(=O)c1ccccc1,0.3,17,-5,-5,-4,4,2,89,-4.2

# The list is partial, so the mix of outcomes need not match the whole.
